# Source: PubChem (Broad Institute)
# ARNT-TACC3 inh = disruptors of ARNT/TACC3 protein interaction, primary screen, biochemical, AlphaScreen, single concentration. Transforming acidic coiled-coil-containing protein 3 (Homo sapiens), Q9Y6A5. AlphaScreen His-ARNT PAS-B/GST-TACC3 binding, luminescence; TACC3 fragment carries E629A point mutation. inhibition, % at 9.99 µM. 390,000 tested, 0.66% active. AID 623870, 2012;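 active = mean inhibition of replicates at least 50% and at least half of replicates each reaching 50%; inconclusive = half or more replicates reach 50% but mean below 50%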;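 also: 0% = complete ARNT plus TACC3 wells and 100% = ARNT alone without TACC3; many hits fall short of the cut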
# SIRT5 inh = SIRT5 desuccinylase inhibitors, primary screen, biochemical, fluorescence imaging, single point, set 5; NAD-dependent protein deacylase sirtuin-5, mitochondrial (Homo sapiens), Q9NXA8; Purified SirT5, succinyl-peptide AMC, trypsin-coupled fluorescence; inhibition, % at 15 µM; 330,000 tested, 1.1% active; AID 652115, 2013; in the data active = inhibition above about 15%; inconclusive = no clear call, values can overlap the other calls
# Target sequence (Q9NXA8 whole entry, looked up): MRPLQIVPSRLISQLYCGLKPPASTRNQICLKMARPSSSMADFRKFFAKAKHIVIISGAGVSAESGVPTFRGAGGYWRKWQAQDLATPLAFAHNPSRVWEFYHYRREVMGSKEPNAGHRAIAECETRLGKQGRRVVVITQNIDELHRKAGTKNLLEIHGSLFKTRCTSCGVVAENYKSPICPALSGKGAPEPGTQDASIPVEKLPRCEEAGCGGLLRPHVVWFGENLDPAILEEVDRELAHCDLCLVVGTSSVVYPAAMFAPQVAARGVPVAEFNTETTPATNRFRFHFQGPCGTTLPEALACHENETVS
# ERp5 inh = inhibitors of ERp5-driven insulin aggregation, primary screen, biochemical, turbidity, absorbance 650 nm, single point; Protein disulfide-isomerase A6 (Homo sapiens), Q15084; 90 min; inhibition, % at 9.99 µM; 350,000 tested, 0.05% active; AID 651711, 2012;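 active = mean replicate inhibition above about 25%, with every replicate also reaching it, limit read from the data, passing the limit was not always enough; inconclusive = only one of those two criteria met; inactive = neither criterion met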
# Target sequence (Q15084 whole entry, looked up): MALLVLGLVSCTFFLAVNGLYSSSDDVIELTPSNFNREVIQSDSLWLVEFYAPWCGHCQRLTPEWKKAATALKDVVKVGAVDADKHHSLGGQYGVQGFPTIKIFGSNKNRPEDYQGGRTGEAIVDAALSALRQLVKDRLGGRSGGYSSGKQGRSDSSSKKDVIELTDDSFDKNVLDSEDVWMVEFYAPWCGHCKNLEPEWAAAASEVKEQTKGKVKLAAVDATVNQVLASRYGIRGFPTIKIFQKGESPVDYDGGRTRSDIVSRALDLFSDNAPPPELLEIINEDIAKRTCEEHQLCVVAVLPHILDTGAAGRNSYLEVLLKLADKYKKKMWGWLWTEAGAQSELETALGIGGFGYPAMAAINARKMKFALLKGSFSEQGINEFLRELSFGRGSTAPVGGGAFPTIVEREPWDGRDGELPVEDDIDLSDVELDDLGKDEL
# Cneo AK release = Cryptococcus neoformans cell lysis inducers, primary screen, AK release luminescence, single concentration; C. neoformans lysis, adenylate kinase release luminescence, 4 h; normalised: neutral wells 0, clomiphene wells 100; lysis activity, % at 15 µM; 360,000 tested, 0.2% active;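 active = mean lysis activity across replicates of at least 80%, whatever share of replicates individually reach that level; inactive = mean lysis activity below 80%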
#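 Material: C. neoformans cells | Amount: Yeast cell density of 5 × 10^6 cells/mL | Medium: Fresh YPD growth medium | Dosing: Single dose | Times: Static 4 h at 37 °C with compound, 1 h detection | Detection: AK luminescence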
# esBAF inh = Bmi1 luciferase reporter increase in mESCs, primary screen, esBAF inhibitor project, mouse ES cells, Bmi1 luciferase knock-in, single point. 24 h; 100% = twice the neutral-well signal. 350,000 tested, 2% active. reporter increase, % at 12.5 µM; in the data active = activation above about 40%; inconclusive = no clear call, values can overlap the other calls;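 also: 0% = median of the plate's neutral control wells and 100% = double that signal; a rise in the Bmi1 reporter signal indicates esBAF inhibition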
# C2C12 statin = suppressors of statin myotoxicity in C2C12 myotubes, primary screen, cell-based, single point, plate reader; C2C12 myotubes + simvastatin, ATP luminescence, 48 h; scaled: DMSO 0, geranylgeraniol control 100; rescue of ATP level, % at 7.49 µM; 330,000 tested, 0.78% active;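 active = mean ATP rescue above about 67%, or every replicate alone reaching that limit, limit read from the data, passing the limit was not always enough; inconclusive = no clear call, values can overlap the other calls; inactive = mean under the limit and some replicate under it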;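 also: myotubes were challenged with 10 µM simvastatin during compound exposure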
# miR-122 sensor = miR-122 Renilla sensor signal increase in Huh7, primary screen, miR-122 inhibitor project, cell-based, single point, plate reader; 340,000 tested, 0.3% active; activation (reporter increase), % at 12.5 µM; Huh7 miR-122 Renilla luciferase sensor, 48 h; neutral wells = 0, positive control = 100;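 active = mean replicate activation score at least 90 and every replicate individually at or above 90; inconclusive = only one of the two criteria met; inactive = neither criterion met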;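 also: higher luciferase means less miR-122 activity so hits act as miR-122 inhibitors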
# * marks the source's active call; other numbers are inactive results; ? = inconclusive; / = no result given; [ ] = another dose, or the depositor's remark.
1) COc1cc2c(cc1OC)C(c1ccc(C(F)(F)F)cc1)CC(=O)N2 (configuration not stated)
2) CC(C)NC(=O)c1cc(C2CCCCN2C(=O)c2ccc(Cl)cc2)on1 (configuration not stated)
3) Cc1cc(NC(=O)CSc2nc(=O)cc(N)n2-c2ccc(F)cc2)no1
4) CC(C)(C)c1cc2cccnc2n1Cc1ccccc1
5) COc1ccc(S(=O)(=O)Nc2ccc3c(c2)CC(=O)N([C@@H](C)CO)C[C@@H](C)[C@@H](CN(C)Cc2ccc(Oc4ccccc4)cc2)O3)cc1
6) CCN1CCN(S(=O)(=O)c2ccc(OC)c3ccccc23)CC1
7) O=c1c2ccccc2c(C=Nc2cccc(S(=O)(=O)NC3=NCCCCC3)c2)c(O)n1Cc1ccccc1
8) C[C@@H]1CN([C@@H](C)CO)C(=O)c2cc(C#CC3CCCC3)cnc2O[C@@H]1CN(C)C(=O)Nc1ccccc1

compound no.,1,2,3,4,5,6,7,8
ARNT-TACC3 inh,-4,/,-2,-1,3,-3,5,4
SIRT5 inh,0,-1,0,/,14,-1,9,4
ERp5 inh,5,-6,0,/,-8,1,5,1
Cneo AK release,-1,0,4,-1,-2,1,/,-3
esBAF inh,-1,0,2,8,-4,2,2,5
C2C12 statin,1,6,5,-29,52,-1,-19,-34
miR-122 sensor,5,0,/,1,-7[16.7 µM],4,-3,20[16.7 µM]

9) OC[C@H]1[C@@H](c2ccc(-c3ccccc3F)cc2)[C@@H]2CN(Cc3cncnc3)CCCCN12
10) COc1ccccc1S(=O)(=O)N[C@H]1CC[C@@H](CCNC(=O)C2CCCC2)O[C@@H]1CO
11) Cc1ccc(CN2C(=O)CCC2(C)C(=O)NCc2cccnc2)cc1 (configuration not stated)
12) O=C(CCc1ccccc1)N=C1SC2CS(=O)(=O)CC2N1c1cccc(F)c1 (configuration not stated)
13) Cc1ccccc1CN1CCN(CC(=O)NCc2ccco2)C1=O
14) O=C1Nc2ccc([N+](=O)[O-])cc2C1=Nc1cccc(CO)c1
15) CCC[C@H]1COCCS(=O)(=O)N1Cc1ccccc1F
16) COc1ccc(CCn2c(C)c(C(C)=O)c(C(C)=O)c2C)cc1OC

compound no.,9,10,11,12,13,14,15,16
ARNT-TACC3 inh,1,-6,1,-22,1,39,/,-3
SIRT5 inh,-2,1,/,0,/,-6,-2,/
ERp5 inh,1,-3,/,-1,/,-6,0,5
Cneo AK release,1,-9,2,2,-1,/,0,4
esBAF inh,-1,-4,/,11,-7,/,-3,2
C2C12 statin,-10,-6,/,-13,/,/,79*,-8
miR-122 sensor,8[16.7 µM],-17[16.7 µM],-5,-2,3,/,0,-1

17) COc1ccc(/C(=N\O)c2nccc3cc(OC)c(OC)cc23)cc1OC
18) COc1ccc(CCNCCC(c2ccccc2)c2ccccc2)cc1OC
19) COC(=O)CNC(=O)c1ccccc1F
20) Cc1ccc(C)n1CCN1CCN(C(=O)c2ccc(Cl)cc2)CC1
21) COCc1cc(=O)[nH]c(/N=C(\N)Nc2ccc(Cl)c(Cl)c2)n1
22) COCCCn1c(=O)c2ccccc2n(CC(=O)N2CCCc3ccccc32)c1=O
23) Cc1ccc(S(=O)(=O)Nc2cc3c4c(c2)C(C)C(=O)N4CCC3)cc1 (configuration not stated)
24) CCN(CC)C(=O)C(=O)N/N=C/c1cccs1

compound no.,17,18,19,20,21,22,23,24
ARNT-TACC3 inh,-4,/,26,-5,0,7,32,-3
SIRT5 inh,-8,/,4,0,-5,-11,-2,/
ERp5 inh,6,3,-3,4,-1,-3,-1,/
Cneo AK release,1,0,-1,1,0,-4,-1,-1
esBAF inh,13,-5,-5,7,/,-5,/,3
C2C12 statin,22,-13,19,2,/,31,0,0
miR-122 sensor,-3,-11,2,-25,0,-2,-7,-5

25) CCOc1ccc(Cc2c(C)[nH]c3ccc(C(=O)O)cc3c2=S)cc1
26) CCC(=O)c1cn(CC(=O)Nc2cccc(C)c2)c2ccccc12
27) Cc1cccc(-c2ccc([C@@H]3[C@H]4CN(C(=O)NC(C)C)CCCCN4[C@H]3CO)cc2)c1
28) CO[C@H]1CN(C)C(=O)c2cc(NC(=O)c3ccc(F)cc3)ccc2OC[C@H](C)N(C(=O)CC2CC2)C[C@@H]1C
29) C[C@@H]1CN([C@@H](C)CO)C(=O)c2cc(NC(=O)C3CCCCC3)ccc2O[C@@H](C)CCCCO[C@@H]1CN(C)C(=O)Nc1ccc(C(F)(F)F)cc1
30) CCN(CC)S(=O)(=O)c1ccc2nc(NC(=O)c3ccco3)sc2c1
31) COc1ccc2[nH]c(=O)c(CN(Cc3cccnc3)Cc3nnnn3CC3CCCO3)cc2c1 (configuration not stated)
32) C[C@H](NC(=O)[C@H]1N2C(=O)c3ccccc3C2SC1(C)C)C(=O)N1CCCCC1 (some centres not stated)

compound no.,25,26,27,28,29,30,31,32
ARNT-TACC3 inh,-3,-3,1,/,0,-5,5,-10
SIRT5 inh,29*,0,/,/,0,3,12,-2
ERp5 inh,-2,0,/,/,-8,?,5,2
Cneo AK release,2,5,1,/,0,/,/,0
esBAF inh,1,1,1,1,-1,/,5,-5
C2C12 statin,0,14,-45,9,-81,/,0,-1
miR-122 sensor,-12,4,27[16.7 µM],8[16.7 µM],-4[16.7 µM],/,4,-4

# Continued, starting with the last 4 of the part before.
29) C[C@@H]1CN([C@@H](C)CO)C(=O)c2cc(NC(=O)C3CCCCC3)ccc2O[C@@H](C)CCCCO[C@@H]1CN(C)C(=O)Nc1ccc(C(F)(F)F)cc1
30) CCN(CC)S(=O)(=O)c1ccc2nc(NC(=O)c3ccco3)sc2c1
31) COc1ccc2[nH]c(=O)c(CN(Cc3cccnc3)Cc3nnnn3CC3CCCO3)cc2c1 (configuration not stated)
32) C[C@H](NC(=O)[C@H]1N2C(=O)c3ccccc3C2SC1(C)C)C(=O)N1CCCCC1 (some centres not stated)
33) CN1CCN(C(=O)c2ccc(CS(=O)Cc3ccc(Cl)cc3)o2)CC1 (configuration not stated)
34) CCOC(=O)c1c(NC(=O)CNC2CCCCC2)sc(C)c1C
35) O=C(NCCSSCCNC(=O)c1ccccc1)c1ccccc1
36) O=C(Nc1ccccc1Cl)c1cc(C2CCCCN2C(=O)C2CCCCC2)on1 (configuration not stated)
37) CCC(=O)N1CC[C@@H]2[C@H](CO)Nc3ccc(C#Cc4ccc(F)cc4)cc3[C@@H]21
38) O=C(CSc1ncnc2c1nnn2Cc1ccccc1)NC1CCCCC1
39) CCOC(=O)c1ccc(N2C(=O)CC(Nc3ccc(CCO)cc3)C2=O)cc1 (configuration not stated)
40) CSc1ccc(/C=N/NC(=O)c2ccc(O)cc2)cc1

compound no.,29,30,31,32,33,34,35,36,37,38,39,40
ARNT-TACC3 inh,0,-5,5,-10,-3,-5,8,/,1,-10,-7,7
SIRT5 inh,0,3,12,-2,-3,-1,-4,6,/,-4,/,7
ERp5 inh,-8,?,5,2,/,11,-2,1,3,-1,/,-3
Cneo AK release,0,/,/,0,2,/,/,-1,-2,2,0,/
esBAF inh,-1,/,5,-5,0,/,6,0,-7,11,/,/
C2C12 statin,-81,/,0,-1,17,/,6,2,-12,13,/,/
miR-122 sensor,-4[16.7 µM],/,4,-4,/,/,-3,-2,-4[16.7 µM],2,-6,/

41) CCSc1nc2sc3c(c2c(=O)n1-c1ccccc1C)CCN(C)C3
42) CCOC(=O)c1c(NC(=O)COc2ccccc2OCC)sc2c1CC(C)(C)NC2(C)C
43) Cc1ccc(NS(=O)(=O)c2ccc3[nH]c(=O)sc3c2)cc1
44) O=C(CC1N=C(Cc2ccccc2)NNC1=O)N/N=C/c1ccc([N+](=O)[O-])cc1 (configuration not stated)
45) COc1ccc(NC(=O)Nc2ccc3c(c2)C(=O)N([C@@H](C)CO)C[C@@H](C)[C@H](CN(C)S(=O)(=O)c2ccc(C)cc2)OCCCC[C@H](C)O3)cc1
46) CN(CCC#N)C(=O)COC(=O)c1nn(-c2ccccc2)c(=O)c2ccccc12
47) CN(C)CCOc1ccc(Cl)cc1C(C)(C)C
48) CCCOc1ccc(C(F)(F)F)cc1NC(=O)CN1C(=O)C(=O)N(CC)C1=O

compound no.,41,42,43,44,45,46,47,48
ARNT-TACC3 inh,5,-9,-13,-4,-22,/,-6,/
SIRT5 inh,-1,/,-1,0,6,-5,-2,-4
ERp5 inh,14,/,-1,-6,-2,4,-13,1
Cneo AK release,-1,-1,-6,3,-4,/,-4,-1
esBAF inh,5,3,-2,-7,0,/,-3,-1
C2C12 statin,14,3,0,-10,/,/,/,-1
miR-122 sensor,/,/,11,-2,26[16.7 µM],3,/,/

49) O=c1[nH]cnc2sc3c(c12)CCCC3
50) Cc1ccc(OCC(=O)Nc2ccc3c(c2)CCC3)c([N+](=O)[O-])n1
51) O=C(Nc1cccc2ccccc12)/C(Cl)=C/c1ccccc1
52) O=C(c1csc2ccccc12)N1CCN(c2ccc(Cl)c(Cl)c2)CC1
53) CCc1nnc(NC(=O)Cc2ccc(OC)c(OC)c2)s1
54) C[C@@H]1CN([C@H](C)CO)S(=O)(=O)c2ccc(C#Cc3cccc(F)c3)cc2O[C@H]1CN(C)C(=O)NC1CCCCC1
55) O=S(=O)(NCCc1cn2ccccc2n1)c1ccc2c(c1)OCCO2
56) CCCC[C@@H]1CN=C(N)N1CCc1cc(C(F)(F)F)cc(C(F)(F)F)c1

compound no.,49,50,51,52,53,54,55,56
ARNT-TACC3 inh,1,-21,8,1,3,-8,-17,1
SIRT5 inh,/,-2,/,/,-3,-4,-4,/
ERp5 inh,/,-2,/,/,7,9,-3,5
Cneo AK release,1,0,-2,-5,/,0,6,2
esBAF inh,-1,30,/,-5,/,13,-7,11
C2C12 statin,1,0,/,7,/,-11,-5,-48
miR-122 sensor,1,2,4,0,/,0[16.7 µM],/,-11

57) CC(NC(=O)Cc1cccs1)C(c1cccs1)N1CCOCC1 (configuration not stated)
58) COc1ccc(-n2nc(C(=O)NCC(=O)NC(C)C)c3ccccc3c2=O)cc1
59) CCOC(=O)C(C)NC(=O)c1cn(-c2ccc(OC)cc2)c(=O)c2ccccc12 (configuration not stated)
60) CCCc1cn(CC[C@@H]2CC[C@@H](NS(=O)(=O)c3ccc(-c4ccccc4)cc3)[C@H](CO)O2)nn1
61) CN(C)C1(CNC(=O)C2CCC(=O)N(Cc3ccc(Cl)cc3)C2)CCCCC1 (configuration not stated)
62) Cc1ccc(-c2nn(-c3ccccc3)cc2/C=C/C(=O)O)o1
63) O=C(Cc1c(F)cccc1Cl)NCC1CCCO1 (configuration not stated)
64) CC1(C)CC(=O)C=C(Nc2ccccc2NC(=O)c2cnccn2)C1

compound no.,57,58,59,60,61,62,63,64
ARNT-TACC3 inh,6,-7,-9,-9,-3,6,-6,1
SIRT5 inh,/,-4,-2,0,0,-1,-1,/
ERp5 inh,/,-4,5,0,-4,1,-4,/
Cneo AK release,0,0,1,-1,-1,-4,/,0
esBAF inh,-5,0,-4,18,-2,19,/,-5
C2C12 statin,0,6,-5,7,0,-4,/,-1
miR-122 sensor,1,-2,-4,/,1,/,/,-13
